Screening data (PubChem)
Mcl1 Bid PPI: Mcl-1/Bid binding inhibitors, primary screen, biochemical, TR-FRET, 1536-well; TR-FRET Mcl-1/Bid-Dy647 peptide binding; inhibition, % at 21.7 µM; hit rate 0.97% among 220,000; AID 1021, 2008;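 active = compounds that cut the binding signal by more than half at the single screening dose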;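 also: His-tagged Mcl-1 with europium anti-His antibody binding Bid BH3 peptide; 0% = Mcl-1 plus peptide wells and 100% = peptide-only wells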
Target sequence (Q07820 whole entry, looked up): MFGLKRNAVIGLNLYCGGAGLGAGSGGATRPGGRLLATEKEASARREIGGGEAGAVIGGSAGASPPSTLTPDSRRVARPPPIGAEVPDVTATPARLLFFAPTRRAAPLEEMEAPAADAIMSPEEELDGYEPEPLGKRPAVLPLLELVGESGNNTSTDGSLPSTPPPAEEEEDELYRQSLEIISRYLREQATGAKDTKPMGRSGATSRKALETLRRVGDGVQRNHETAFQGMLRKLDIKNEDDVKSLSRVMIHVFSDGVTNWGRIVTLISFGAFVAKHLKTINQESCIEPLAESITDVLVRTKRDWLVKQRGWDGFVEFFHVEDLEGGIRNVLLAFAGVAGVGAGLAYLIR
GSH bead fluor: compound fluorescence on glutathione beads, profiling panel, artefact control, biophysical, 488/530 nm, flow cytometry | hit rate 0.25% among 190,000 | GSH beads flow cytometry, compound fluorescence 488/530 nm; active compounds read high | fluorescence (KMESF) at 10 µM; in the data active = fluorescence above about 89;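 also: glutathione beads carrying GST-tagged Bcl family fusion proteins plus one bare bead set; values are compound well signal with DMSO vehicle wells as background; inactives centre near 16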
Rab2A wt mod: modulators of GTP binding to Rab2A wildtype, primary screen, biochemical, dog, bead-based flow cytometry, multiplex; GTP binding activity, % at 10 µM; hit rate 0.19% among 190,000; Ras-related protein Rab-2A (Canis lupus familiaris), P61105; AID 760, 2007; GST-Rab2 wt beads, Bodipy-GTP binding;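 active = GTP binding activity at least 20 points away from 100%, either lowered or raised; inconclusive = signal likely due to the compound's own green fluorescence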;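 also: 0% = beads with excess unlabeled GTP and 100% = no-compound control corrected for plate trend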
Rab7 wt modul: modulators of GTP binding to Rab7, primary screen, biochemical, wildtype, multiplex bead flow cytometry; GST-Rab7 beads, fluorescent GTP binding; actives lie on both sides; untreated = 100%, excess cold GTP = 0%; AID 758, 2007; GTP binding activity (percent of control), % at 10 µM; Rab7 GTPase wild type (dog), Bodipy-FL-GTP binding; hit rate 0.055% among 190,000;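 active = fluorescent GTP binding to Rab7 beads changed by at least 20 points from the 100% baseline, either direction, mostly lower; inconclusive = compound itself probably fluorescent, or too few beads counted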;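 also: median green fluorescence of bound Bodipy-FL-GTP per Rab7 bead population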
HRas wt GTP: modulators of GTP binding to HRas wildtype, primary screen, biochemical, bead-based flow cytometry, multiplex. GST-Ras wt beads, Bodipy-FL-GTP binding; actives lie on both sides. AID 759, 2007. GTPase HRas (Homo sapiens), P01112. GTP binding activity, % at 10 µM. hit rate 0.14% among 190,000;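 active = GTP binding activity at least 20% away from the 100% baseline, either lowered as inhibitor or raised as activator; inconclusive = flagged as likely green fluorescent, judged across all proteins in the well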;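 also: 0% = unlabeled GTP competition control and 100% = no-compound control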
Target sequence (P01112 whole entry, looked up): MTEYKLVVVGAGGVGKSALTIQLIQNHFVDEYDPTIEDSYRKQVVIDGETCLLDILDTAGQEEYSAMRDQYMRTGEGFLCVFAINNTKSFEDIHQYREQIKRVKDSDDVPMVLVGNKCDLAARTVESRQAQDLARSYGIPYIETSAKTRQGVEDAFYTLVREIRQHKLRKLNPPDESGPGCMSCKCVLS
Avidin fluor: green autofluorescence of compounds with avidin beads – biophysical, 488/530 nm, flow cytometry, artefact control, profiling panel; fluorescence (KMESF) at 10 µM; hit rate 0.38% among 220,000; compound fluorescence 488/530 nm; active compounds read high; in the data active = fluorescence above about 47; also: inactives centre near 10
Cdc42 wt: modulators of GTP binding to wildtype Cdc42, primary screen, biochemical, multiplex bead flow cytometry, Bodipy-GTP | percent activity (GTP binding), % at 10 µM | AID 761, 2007 | GST-Cdc42 beads; actives lie on both sides | hit rate 0.2% among 190,000;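 active = percent activity GTP binding at least 20 points away from the 100% baseline, either down as inhibitor or up as activator; inconclusive = compound flagged as likely green fluorescent from well-wide comparison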;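 also: median bead fluorescence of bound Bodipy-FL-GTP at 100 nM; 0% = excess unlabeled GTP control and 100% = no compound control; below 100% means less GTP binding so inhibitor and above means activator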
Target sequence (P60953 whole entry, looked up): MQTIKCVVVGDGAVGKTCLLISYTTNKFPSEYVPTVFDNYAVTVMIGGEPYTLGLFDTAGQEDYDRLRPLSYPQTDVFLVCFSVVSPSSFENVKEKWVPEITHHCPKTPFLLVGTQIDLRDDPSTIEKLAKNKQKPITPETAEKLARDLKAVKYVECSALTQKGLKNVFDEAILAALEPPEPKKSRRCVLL
Mcl1-Noxa inh: Mcl-1/Noxa binding inhibitors, primary screen, biochemical, TR-FRET, 1536-well | TR-FRET Mcl-1/Noxa peptide binding, 2 h | inhibition, % at 21.7 µM | hit rate 1.5% among 220,000 | AID 1022, 2008;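 active = compounds that cut the protein-peptide binding signal by more than 50% relative to plate controls in a single-dose test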;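 also: His-tagged Mcl-1 with rhodamine Noxa BH3 peptide and terbium anti-His antibody; 0% = Mcl-1 plus Noxa peptide wells and 100% = peptide-only wells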
Rac1 wt GTP bind: wildtype Rac1 GTP binding modulators, primary screen, biochemical, GST-Rac1 beads, flow cytometry, multiplex; Ras-related C3 botulinum toxin substrate 1 (Homo sapiens), P63000; fluorescent GTP binding; actives lie on both sides; 0 = cold GTP competed, 100 = untreated; GTP binding activity (% of control), % at 10 µM; hit rate 0.27% among 190,000;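 active = GTP binding activity at least 20 points away from the 100% control level, either lower or higher; inconclusive = compound flagged as likely green fluorescent, judged across all proteins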
Rac1 act GTP bind: GTP binding modulators of activated mutant Rac1, primary screen, biochemical, bead-based flow cytometry, multiplex, fluorescent GTP; Ras-related C3 botulinum toxin substrate 1 (Homo sapiens), P63000; GST-Rac1 activated beads; actives lie on both sides; 100% means binding = to untreated wells; percent activity (GTP binding), % at 10 µM; hit rate 0.11% among 190,000; AID 764, 2007;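 active = GTP binding at least 20 percentage points away from the 100% baseline, in either direction, so actives lie on both sides; inconclusive = Compound likely fluorescent itself, or too few beads counted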
Pf gametocyte: late stage P. falciparum gametocyte viability inhibitors, primary screen, ATP luminescence, HTS | P. falciparum stage V gametocytes, 24 h | inhibition, % at 10.9 µM | hit rate 0.065% among 150,000;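 active = inhibition above the mean plus 3 SD of compounds within the control limits, set per campaign, cut at about 38% in these data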;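 also: 0% = DMSO wells and 100% = medium only without gametocytes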
* hit, by the source's call; ? = inconclusive; . = not tested or not shown.

SMILES	Mcl1 Bid PPI	GSH bead fluor	Rab2A wt mod	Rab7 wt modul	HRas wt GTP	Avidin fluor	Cdc42 wt	Mcl1-Noxa inh	Rac1 wt GTP bind	Rac1 act GTP bind	Pf gametocyte
O=S(=O)(Nc1ccc(N2CCOCC2)cc1)c1ccc2ccccc2c1	-12	24	100	95	99	28	102	25	100	98	16
COC(=O)[C@@H](N)Cc1ccc(O)cc1	-8	20	98	94	98	11	96	-2	101	101	.
CCn1ncc(/C=C/C(=O)C2CC2)c1C	-33	11	98	100	100	3	101	13	102	102	.
CC(C)(C)NC(=O)C1CCCN(S(=O)(=O)c2cccc3cccnc23)C1 (stereo not given)	-7	13	99	98	99	27	102	14	105	99	.
NC(=O)c1cccn1-c1ncc(C(F)(F)F)cc1Cl	83*	16	100	96	106	14	106	13	107	110	-19
Cc1ccc2c(c1)C(c1ccc(O)cc1)(c1ccc(O)cc1)C(=O)N2C	-34	14	96	99	97	11	98	12	96	92	-1
CC(C)(C)OC(=O)N/N=C/c1ccc(C(=O)O)cc1	2	12	98	99	99	10	103	11	103	100	-7
COc1ccc(C2/C(=C(/O)c3ccccc3)C(=O)C(=O)N2CO)cc1 (stereo not given)	-35	10	98	98	101	23	103	10	102	100	0
Cc1ccccc1OCCSCc1nc2ccccc2[nH]1	10	18	93	96	95	6	93	5	100	97	-9
O=C(Oc1ccc(-c2nnco2)cc1)N1CCCCC1	-8	16	100	98	100	11	101	9	97	99	-11
O=C(N=Nc1c(O)[nH]c2ccccc12)c1cccc(S(=O)(=O)N2CCCCC2)c1	-5	6	96	93	96	11	99	12	96	99	6
COc1cccc(-n2ccnc2SCC(=O)N2CCc3ccccc32)c1	-16	35	100	100	100	7	101	-33	102	99	-4
NC(=O)COc1cccc2cccnc12	1	9	106	105	104	12	101	-8	102	100	.
O=C(Nc1cccc(F)c1)NC1(C(=O)N2CCN3CCCC3C2)CCCCC1 (stereo not given)	-9	14	102	101	103	5	105	-1	108	101	.
COc1ccc2c(c1)C(C)=CC(C)(C)N2C(=O)Nc1ccccc1	-37	22	101	104	101	13	104	2	104	100	.
CC1CC(C)CN(CCOCCSc2ccc(Cl)cc2)C1 (stereo not given)	1	20	97	96	98	6	96	29	97	96	10
CCOc1ccc(-n2nc3c(=O)[nH]nc(C)c3c2C)cc1	-7	3	98	97	99	13	105	8	103	101	.
Cc1cnnn1-c1cccc([N+](=O)[O-])c1	-12	12	99	99	98	4	98	4	103	97	4
Cc1ccc(C2CC(C(F)(F)F)n3nc(C(=O)NCCN4CCOCC4)cc3N2)cc1 (stereo not given)	-30	25	98	99	98	13	100	-14	99	98	-6
Cc1ccc(NC(=O)c2ccc(OC(=O)COc3ccc(Cl)cc3C)cc2)cc1	-25	5	99	95	99	2	102	-16	103	101	12
CCOCCCNC(=O)CCCOc1ccccc1	-10	20	108	112	106	16	107	-2	105	103	.
O=C(c1ccc(F)cc1)N1C2CCC1CC(O)(c1ccc(F)cc1)C2 (stereo not given)	-7	11	95	97	96	37	97	4	96	93	.
C/C(=N\NC(=O)c1cccc(C)c1)c1cccc(NC(=O)c2ccco2)c1	-13	7	99	100	99	18	98	-2	98	100	.
CCOc1ccc(-c2nc(CSCC(=O)NCc3ccco3)c(C)o2)cc1	-29	11	98	96	99	9	101	6	103	99	.
CCC(C)NC(=O)CSc1nc2ccccc2c(=O)n1Cc1ccc(OC)cc1 (stereo not given)	2	49	102	101	101	2	100	20	104	100	-3
O=C(NC1CCCCC1)c1cccc(Cn2cc(Cl)cn2)c1	-12	35	103	104	101	18	100	8	108	100	-22
CCOC(=O)Cc1csc(NC(=O)C2C3C=CC(C3)C2C(=O)O)n1 (stereo not given)	-35	14	99	97	98	17	100	0	101	101	-5
COc1ccc(N/C=C/C(=O)c2ccc(Oc3ncccn3)cc2)cc1	-9	19	100	96	102	7	104	22	100	98	.
CCc1c(C)sc2nc3c(C(=O)N4CCOCC4)cc(C(=O)c4ccccc4O)cn3c(=O)c12	-33	16	93	95	95	12	95	4	98	95	-23
CC1(C)Oc2ccc(C(=O)NC3CCCC3)cc2N(CC(=O)N2CCOCC2)C1=O	-33	26	106	106	106	6	105	-23	106	103	4
CC(=O)Oc1ccc(-c2cccc(C(=O)NCCCO)c2)cc1	-4	10	101	97	103	9	104	-10	105	101	8
O=C(CSCCc1ccccn1)Nc1cccnc1	-9	21	102	101	101	20	106	1	106	101	.
Cc1ccc(CSc2ncccc2C(=O)O)cc1	-36	11	?	?	?	14	?	15	?	?	-14
COC(=O)CCc1sc(Nc2ccc(Br)cc2)nc1-c1ccc(OC)cc1	-14	9	101	101	102	14	105	1	103	101	19
O=C(OCC(=O)N1CCN(C(=O)c2ccco2)CC1)c1ccc(S(=O)(=O)N2CCCCC2)cc1	-54	44	99	100	100	8	100	2	104	97	.
O=C(Nc1ccccc1N1CCCC1)c1ccc2c(c1)OCO2	-16	34	105	103	105	8	108	3	109	103	.
CCOC(=O)C1=C(SCC(=O)Nc2ccccc2)NC(=O)C(C#N)C12CCCCC2 (stereo not given)	-22	25	102	104	104	7	101	-4	105	100	.
COCc1cc(C)nc(OCC(=O)N/N=C/c2ccco2)c1C#N	-50	9	98	100	100	5	99	9	100	97	.
CCOc1cc(C)c(Cl)cc1S(=O)(=O)NCc1ccco1	-34	33	91	91	93	11	93	.	88	93	-1
O=S(=O)(c1cc(Cl)ccc1Cl)N1CCNCC1	7	55	101	100	101	5	102	4	102	100	19
C/C(=N\OC(=O)c1ccc(OC(C)C)cc1)c1ccc(C)c(C)c1	-18	34	100	98	101	13	102	-8	103	95	.
CCCCC(=O)Nc1nc2ccc(C(=O)OC)cc2s1	-4	11	98	106	100	24	100	10	103	96	16
CCC(C)c1ccccc1NC(=O)COC(=O)c1ccc(N2CCCC2)c([N+](=O)[O-])c1 (stereo not given)	-11	15	96	97	95	14	97	30	101	97	3
Cc1nn2cc(-c3ccc(Cl)cc3)cnc2c1Cl	8	63	91	95	90	9	88	12	88	92	2
CCC1CCCCN1C(=O)CSc1nnc(-c2c[nH]c3ccccc23)o1 (stereo not given)	-17	15	97	96	99	6	99	-21	102	97	.
C=CCn1c(C)cc(C(=O)Cn2nc(C(=O)O)c3ccccc3c2=O)c1C	-30	12	?	?	?	11	?	5	?	?	11
CCCn1cc(NC(=O)c2cc(-c3ccccc3)on2)cn1	-6	12	93	94	94	14	91	17	94	96	10
CCc1ccc(CN(C)C(=O)CCc2nnc(COc3ccccc3)o2)cc1	-11	16	94	97	95	15	93	-13	97	93	.
Cc1ccc(C)n1-n1c(C)nc2scc(-c3cccs3)c2c1=O	-12	15	97	96	99	27	99	0	89	95	.
O=C(NCc1ccco1)C1OCCc2ccccc21 (stereo not given)	-20	18	102	101	103	8	104	5	106	99	.
Cc1ccc(NC(=O)c2ccc(Nc3ccccc3F)nc2)cc1	-9	14	100	101	101	12	102	17	103	96	.
CCCN(CCC)CC(O)CN1C(=O)N(CN2C(=O)N(CC(O)CN(CCC)CCC)C(=O)C2(C)C)C(C)(C)C1=O (stereo not given)	-10	13	100	106	96	9	102	-12	100	94	.
Cc1ccc2cc3cc(C(=O)N4CC(C)CC(C)C4)oc3nc2c1 (stereo not given)	0	62	?	?	?	7	?	12	?	?	.
Cc1cc(=O)cc(C)n1-c1ccc(Cl)cc1	-1	10	100	113	100	11	95	6	97	94	-18
COc1ccc2[nH]cc(C(=O)CN3CCCCC3)c2c1	-24	32	102	102	101	12	103	12	104	99	.
O=[N+]([O-])c1cccc(/C=N/Nc2nc(NCc3ccccc3)nc(N3CCOCC3)n2)c1O	-44	60	97	97	95	25	95	-32	97	93	-6
CCOC(=O)CCN(Cc1cccs1)S(=O)(=O)c1ccc(Cl)cc1	-7	16	108	108	105	14	103	-3	102	99	.
CN(C)S(=O)(=O)c1cccc(NC(=S)Nc2cc(Cl)cc(Cl)c2)c1	36	28	100	100	102	14	106	22	107	100	-15
CC(=O)Nc1ccc(NC(=O)C(C)OC(=O)C2(c3ccc(Cl)cc3)CCCC2)cc1 (stereo not given)	-11	18	96	98	96	7	96	-6	99	98	-2
COc1ccc(/C=N/NS(=O)(=O)c2ccccc2)cc1OC(=O)c1ccc(C)cc1	86*	19	99	98	97	24	99	23	98	95	1
(continued)
SMILES	Mcl1 Bid PPI	GSH bead fluor	Rab2A wt mod	Rab7 wt modul	HRas wt GTP	Avidin fluor	Cdc42 wt	Mcl1-Noxa inh	Rac1 wt GTP bind	Rac1 act GTP bind	Pf gametocyte
Cn1c(/C(C#N)=C/c2ccncc2)nc2ccccc21	-41	10	101	103	101	10	99	7	103	95	0
CC(=O)c1c(C(C)=O)c(C)n(NC(=O)c2cccnc2)c1C	-54	5	98	97	101	7	102	6	99	99	.
Cc1ccc(/C=N/NC(=O)c2c(-c3ccccc3)noc2C)o1	21	25	93	98	97	4	99	34	101	98	-32
Cc1nnc(SCc2nc3sc4c(c3c(=O)[nH]2)CCCC4)[nH]c1=O	-11	14	93	105	93	9	97	36	95	90	-12
Fc1ccc(CSc2nnc(-c3cc4c(s3)-c3ccccc3CC4)o2)cc1	3	31	91	96	94	11	93	9	90	91	-4
CCOC(=O)N1CCN(S(=O)(=O)c2ccc(C(=O)Nc3nnc(CSC)o3)cc2)CC1	-5	10	99	103	100	4	101	-29	104	99	-1
Cc1ccc(S(=O)(=O)N(C)c2ccc(OCC(=O)O)cc2)cc1	-34	5	98	97	99	5	101	-5	102	96	.
Cc1nc(-c2ccccc2)sc1-c1nc(-c2cccnc2)ncc1S(=O)(=O)c1ccccc1	-14	34	98	105	99	18	94	-27	98	95	.
COCCNC(=O)Cn1cnc2ccc(S(=O)(=O)N3CCC(C)CC3)cc2c1=O	-13	19	?	?	?	17	?	-2	?	?	4
Cc1noc(C)c1S(=O)(=O)N1CCCC(C(=O)NC2CCCCC2)C1 (stereo not given)	-18	36	101	101	101	5	101	3	102	99	7
